SIAH1 antagonists: blockers of Siah-1 interaction with plectin peptide – biochemical, fluorescence polarization, rhodamine-plectin, uHTS, primary screen (AID 1817); Siah-1 / rhodamine-plectin peptide fluorescence polarization; higher % means a stronger effect; actives 0.02% (n = 290,000); one-dose displacement, % at 20 µM; IC50 in µM for titrated hits;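 active = displacement of at least 50% at 20 µM, with a fluorescence ratio check between 0.3 and a set limit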;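 also: plate controls were Siah plus tracer with DMSO for no effect and tracer alone without Siah for full effect; strong numbers were not always called active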
GPR35 arrestin U2OS: GPR35 antagonists blocking zaprinast-driven arrestin recruitment, primary screen, imaging, U2OS, beta-arrestin-GFP, zaprinast agonist (AID 2058). U2OS GPR35 beta-arrestin-GFP translocation imaging, zaprinast antagonism; higher % means a stronger effect. inhibition, % at 10 µM, or IC50 in µM where a hit was titrated. actives 0.052% (n = 290,000);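 active = inhibition of at least 50% with at least 30 cells and total cytoplasm GFP at most 10,000,000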
Rac1 GTP hydrolysis: MgcRacGAP GTPase-activating activity inhibitors, confirmation, biochemical, ADP Hunter fluorescence; MgcRacGAP-stimulated Rac1 GTP hydrolysis, ADP Hunter fluorescence; higher % means a stronger effect; GST-tagged Rac1 F28L mutant substrate; inhibition, % at 30 µM; hits with a dose series show IC50 in µM; actives 0.6% (n = 340,000); AID 624330;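 active = first-screen hits whose inhibition reached a set limit at any dose in the follow-up dose series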;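 also: fluorescence reports GDP produced by GAP-driven GTP hydrolysis; strong numbers were not always called active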
Salmonella PhoP GFP: PhoP-dependent GFP reporter repression – Salmonella Typhimurium, primary screen (AID 1863) | one-dose inhibition, % at 50 µM; IC50 in µM for titrated hits | S. Typhimurium PhoP-regulated promoter GFP reporter, 4 h; higher % means a stronger effect | actives 0.16% (n = 300,000);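 active = inhibition over 29.93%, a cutoff 3 SD above the screen mean, later confirmed by dose response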;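 also: 0% = low Mg2+ inducing control and 100% = high Mg2+ repressing control; strong numbers were not always called active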
Myeloid diff 2: compounds promoting myeloid differentiation; ER-HoxA9 myeloid progenitors, lysozyme-GFP differentiation, flow cytometry; calls only at 10 µM; actives 1% (n = 360,000);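 active = normalized GFP-positive differentiation at or above the plate's own cutoff, the solvent-only control mean plus 3 SD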;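 also: cells exposed to compound for four days before flow analysis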
LYP phosphatase: inhibitors of LYP phosphatase, biochemical, fluorescence intensity, uHTS (AID 1779). recombinant LYP phosphatase, fluorescence intensity; higher % means a stronger effect. one-dose inhibition, % at 11.5 µM; IC50 in µM for titrated hits. actives 0.054% (n = 290,000); in the data active = inhibition above about 50%;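 also: plate controls were vehicle with enzyme for no effect and no enzyme for full effect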
HIV fusion peptide: cell-free HIV fusion peptide-binding blockers – biochemical, uHTS, fluorescence dequenching, primary screen (AID 1986); cell-free peptide binding, fluorescence dequenching, 30 min; higher % means a stronger effect; inhibition, % at 20 µM, or IC50 in µM where a hit was titrated; actives 0.3% (n = 290,000); in the data active = inhibition mostly above about 52%, no sharp cut-off; inactive = mostly below about 76%; also: some results filed as inactive read as strong as hits
NTR1 ag: NTR1-driven beta-arrestin-GFP spot formation – imaging, U2OS cells, high content, primary screen (AID 493036); P30989; actives 0.17% (n = 330,000); activation, % at 20 µM; agonist mode;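 active = activation at or above 40% of the spot to cytoplasm intensity ratio, with at least 20 cells analyzed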;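 also: 0% = DMSO without peptide and 100% = 100 nM NTR1 peptide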
Target sequence (P30989 whole entry, looked up): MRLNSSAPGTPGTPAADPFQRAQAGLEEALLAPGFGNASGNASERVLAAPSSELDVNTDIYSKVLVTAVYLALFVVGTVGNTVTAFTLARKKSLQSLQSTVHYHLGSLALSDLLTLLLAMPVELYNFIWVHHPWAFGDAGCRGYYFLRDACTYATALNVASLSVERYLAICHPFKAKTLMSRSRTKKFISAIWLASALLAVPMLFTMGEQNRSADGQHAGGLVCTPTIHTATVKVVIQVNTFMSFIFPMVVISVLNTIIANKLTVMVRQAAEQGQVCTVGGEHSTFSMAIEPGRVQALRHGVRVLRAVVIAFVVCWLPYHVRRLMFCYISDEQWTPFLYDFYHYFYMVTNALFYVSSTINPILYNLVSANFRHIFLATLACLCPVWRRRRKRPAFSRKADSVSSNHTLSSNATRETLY
GPR55 antagonists: GPR55 antagonists blocking LPI-driven arrestin recruitment, primary screen, imaging, U2OS, beta-arrestin-GFP, LPI agonist (AID 2013); U2OS GPR55 beta-arrestin-GFP translocation imaging, LPI antagonism; higher % means a stronger effect; one-dose inhibition, % at 10 µM; IC50 in µM for titrated hits; actives 0.13% (n = 290,000);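 active = spots per cell inhibited over 60%, with over 100 cells counted and total cytoplasm intensity under 500,000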;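 also: U2OS cells stably carrying GPR55 and arrestin-GFP stimulated by 5 µM LPI near EC80; imaged beta-arrestin-GFP aggregate spots per cell after agonist stimulation; plate controls were LPI-stimulated DMSO wells for no effect and DMSO wells without LPI for full effect; some results filed as inactive read as strong as hits; confirmed hits need IC50 under 10 µM and bright autofluorescent wells are also inconclusive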
NTR1 ag cell count 20 µM: second read-out of NTR1 ag, no call of its own (marks repeat the call); cell count; measured here: cell count, cytotoxicity flag
Myeloid diff 2 GFP+ MAC1+ %: further read-out of Myeloid diff 2, marked with its call; GFP+ MAC1+ double positive, %; measured here: differentiation confirmed by MAC1 staining
* marks the source's active call; other numbers are inactive results; i = inactive; nt = not tested or not shown. Rows are unselected, and some 2.4% of all compounds hit somewhere here.

Fields: SIAH1 antagonists	GPR35 arrestin U2OS	Rac1 GTP hydrolysis	Salmonella PhoP GFP	Myeloid diff 2	Myeloid diff 2 GFP+ MAC1+ %	LYP phosphatase	HIV fusion peptide	NTR1 ag	NTR1 ag cell count 20 µM	GPR55 antagonists
> COCC(=O)N1CCC(Oc2ccc(C(=O)N(C)C3CCCCC3)cc2)CC1
→ 13%	-3%	10%	7%	i	0.5	-10%	1.4%	1.2	65	5%
> COc1ccc(CCNS(=O)(=O)c2ccc(OC)c(OC)c2)cc1OC
→ 11%	0%	11%	5%	i	0.8	-11%	1.9%	0.8	48	3%
> COc1ccc(N2CCN(C(=O)CCSCc3ccccc3F)CC2)cc1
→ -5%	-9%	17%	-6%	i	0.3	-10%	-1.1%	-0.1	52	23%
> CC(C)OC(=O)c1cc(Cl)c(=O)n(Cc2ccc(Cl)cc2Cl)c1
→ -2%	-12%	3%	1%	i	1.0	-4%	-1.6%	4.0	78	-6%
> CCn1c(/C=C2\C(=O)N(C(C)C)c3ccccc32)nc2ccccc2c1=O
→ -3%	-15%	-4%	-7%	i	0.1	-6%	-1.9%	4.0	77	0%
> O=c1c2cnn(-c3ccccc3)c2nc(-c2cccs2)n1-c1cccc(Cl)c1
→ 6%	-10%	5%	13%	i	0.5	12%	4.7%	9.4	67	-3%
> Cc1ccc(C(=O)N2CC(=O)Nc3ccc(C)cc3C2c2ccccc2)cc1 (centres undefined)
→ -3%	3%	-4%	nt	i	0.2	-8%	-0.2%	0.3	86	-4%
> O=C(NNC(=O)c1ccc2ccccc2c1O)c1cccs1
→ -1%	-1%	23%	-5%	i	0.6	1%	6.6%	-0.9	94	6%
> CCCn1c2ccccc2c2cnn(CC(=O)NC3CCCC(C)C3C)c(=O)c21 (centres undefined)
→ 4%	-5%	-3%	-13%	i	0.0	-7%	0.6%	1.7	47	8%
> Cc1ccc(CNC(=O)CCNC(=O)Cn2ccc3ccccc3c2=O)cc1
→ 5%	-5%	6%	-1%	i	0.9	-3%	-2.6%	-0.8	85	1%
> CN(C)Cc1cc2ccccc2c2c1COC2
→ -6%	-2%	11%	-2%	i	0.5	-11%	-1.5%	0.6	55	-2%
> CC1(C)C2CCC1(CS(=O)(=O)N1CCOCC1)C(=O)C2 (centres undefined)
→ 2%	-7%	7%	3%	i	7.5	-4%	0.7%	-0.3	79	1%
> NC(=O)[C@H]1CC2(CC(c3cccc(NC(=O)c4ccccc4)c3)=NO2)CN1C(=O)[C@H]1CCC(=O)N1 (some centres undefined)
→ 1%	6%	4%	-4%	i	2.2	-7%	-1.8%	-2.6	75	9%
> CCOC(=O)C(CCCCCCP(=O)(c1ccccc1)c1ccccc1)NC(C)=O (centres undefined)
→ 4%	11%	12%	-6%	i	0.7	-5%	1.1%	0.9	55	6%
> Cc1cccc(NC(=O)CN2C(=O)S/C(=C\c3ccc(O)c([N+](=O)[O-])c3)C2=O)c1
→ 0%	-15%	12%	-9%	i	0.3	8%	56%	0.2	61	4%
> N#Cc1c(NC(=O)C2C3C=CC(C3)C2C(=O)O)sc2c1CCCCC2 (centres undefined)
→ -5%	-1%	10%	-3%	i	0.0	-2%	0.0%	-0.5	93	-16%
> O=S(=O)(Nc1cccc(S(=O)(=O)N2CCOCC2)c1)c1cccs1
→ 3%	2%	6%	1%	i	0.9	-10%	2.9%	-0.4	40	3%
> CCOC(=O)N1CCC(NC(=O)C2CCN(S(=O)(=O)c3cccs3)CC2)CC1
→ -2%	-6%	2%	-2%	i	0.7	0%	-1.1%	1.5	103	-5%
> C/C(=N/NC(=O)c1ccc(Br)o1)c1cccc(NC(=O)c2ccc(C)o2)c1
→ 3%	-4%	4%	23%	i	1.0	-6%	-1.0%	1.5	74	20%
> Cc1nc(C(=O)Nc2ccccc2Cl)cc2c1[nH]c1ccccc12
→ 2%	11%	12%	-3%	i	0.3	-2%	2.3%	0.6	87	27%
> O=C(COCc1cc(-c2ccc3c(c2)OCO3)on1)Nc1cccnc1
→ 6%	-18%	5%	-2%	i	0.0	-14%	-0.6%	-1.4	52	10%
> O=C(CN1C(=O)CCC1=O)Nc1nc(-c2ccc3ccccc3c2)cs1
→ -2%	-10%	5%	2%	i	0.7	-1%	-0.6%	1.0	45	-5%
> CN=C(NC#N)SCC(=O)c1ccc(Cl)cc1Cl
→ 0%	-12%	6%	-9%	i	7.3	-9%	1.1%	-0.4	75	0%
> Cc1nc(C(N)=O)c(N)n1CCc1ccccc1
→ 10%	12%	5%	-2%	i	0.7	-6%	0.7%	1.3	54	5%
> CSc1ncc(CN2CCN(CC=C(C)C)C(CCO)C2)cn1 (centres undefined)
→ 5%	-5%	15%	0%	i	0.6	-8%	-1.3%	-0.4	99	16%
> CCCCCC(=O)Nc1ccc(N2CCN(C(=O)CCC)CC2)cc1
→ 8%	6%	-1%	-15%	i	2.1	7%	0.2%	-0.6	70	-2%
> Cn1c(-c2ccc3ccccc3n2)nc2cnccc21
→ 6%	-2%	-11%	6%	i	0.6	-11%	-1.5%	0.6	51	10%
> CCOc1ccc(/C=N/NC(=O)c2[nH]c3ccc(C)cc3c2C)cc1
→ 4%	-8%	8%	-6%	i	0.4	9%	1.3%	8.8	83	-8%
> COc1ccc(-c2csc(NC(=O)CSc3nc4ccccc4c(=O)[nH]3)n2)cc1
→ -2%	0%	4%	-1%	i	1.0	-4%	2.6%	0.7	51	-3%
> Cc1nc2c3ccccc3nc(NNC(=O)CCC(=O)N3CCC(C)CC3)n2n1
→ -2%	14%	9%	8%	i	6.0	-6%	-0.2%	-0.4	69	4%
> Cc1cccc(NC(=O)CSCC(=O)NCc2cccc(C(F)(F)F)c2)c1
→ -3%	-3%	7%	-1%	i	0.7	-10%	-2.1%	-0.4	63	2%
> COc1ccc(NC(=O)Cn2nc(C(=O)O)c3ccccc3c2=O)cc1Cl
→ 2%	23%	5%	2%	i	0.4	-7%	0.4%	-1.0	53	-24%
> COc1ccc(CN2C(=O)c3ccccc3C2=O)cc1C(=O)OCC(=O)NC1CCCCC1
→ 11%	1%	8%	-6%	i	0.7	-4%	-2.7%	2.3	47	1%
> Cc1nonc1NC(=O)CSc1nc2ccc(Cl)cc2[nH]1
→ 5%	-14%	6%	8%	i	1.5	-10%	-0.7%	-0.3	50	6%
> COc1ccc(N2C(=O)C3[C@@H](C2=O)C2(Cl)C(Cl)=C(Cl)C3(Cl)C2(OC)OC)cc1 (some centres undefined)
→ 0%	-4%	4%	-2%	i	0.7	0%	0.6%	1.5	56	-4%
> O=c1cc(Nc2ccc3c(c2)OCCO3)[nH]c(=O)n1Cc1ccc(F)cc1
→ -5%	17%	10%	2%	i	2.2	-2%	0.1%	1.1	48	9%
> COc1ccc(O)c(C=Nc2cc(NC(C)=O)c(Cl)cc2Cl)c1
→ -4%	6%	6%	28%	i	0.6	0%	4.2%	nt	nt	6%
> Cc1nc(N2CCN(S(=O)(=O)c3ccc(F)cc3)CC2)c2c(C)c(C)sc2n1
→ 0%	-20%	-6%	nt	i	0.6	5%	-0.1%	4.9	48	-6%
> O=C(NCC1CCCO1)c1ccc(Cl)c(S(=O)(=O)Nc2ccccc2)c1 (centres undefined)
→ 2%	-6%	7%	-1%	i	0.6	-7%	-1.0%	0.0	66	16%
> CCN(CCn1cccn1)C(=O)c1cc(COc2cc(C)ccc2C)on1
→ -8%	14%	8%	7%	i	1.1	-5%	1.0%	-0.7	69	-3%

Sorted by length of the SMILES (largest number first): 8 of the compounds above.
Fields: SIAH1 antagonists	GPR35 arrestin U2OS	Rac1 GTP hydrolysis	Salmonella PhoP GFP	Myeloid diff 2	Myeloid diff 2 GFP+ MAC1+ %	LYP phosphatase	HIV fusion peptide	NTR1 ag	NTR1 ag cell count 20 µM	GPR55 antagonists
> O=c1cc(Nc2ccc3c(c2)OCCO3)[nH]c(=O)n1Cc1ccc(F)cc1
→ -5%	17%	10%	2%	i	2.2	-2%	0.1%	1.1	48	9%
> O=C(NCC1CCCO1)c1ccc(Cl)c(S(=O)(=O)Nc2ccccc2)c1 (centres undefined)
→ 2%	-6%	7%	-1%	i	0.6	-7%	-1.0%	0.0	66	16%
> CCOc1ccc(/C=N/NC(=O)c2[nH]c3ccc(C)cc3c2C)cc1
→ 4%	-8%	8%	-6%	i	0.4	9%	1.3%	8.8	83	-8%
> O=C(COCc1cc(-c2ccc3c(c2)OCO3)on1)Nc1cccnc1
→ 6%	-18%	5%	-2%	i	0.0	-14%	-0.6%	-1.4	52	10%
> CCCCCC(=O)Nc1ccc(N2CCN(C(=O)CCC)CC2)cc1
→ 8%	6%	-1%	-15%	i	2.1	7%	0.2%	-0.6	70	-2%
> CSc1ncc(CN2CCN(CC=C(C)C)C(CCO)C2)cn1 (centres undefined)
→ 5%	-5%	15%	0%	i	0.6	-8%	-1.3%	-0.4	99	16%
> CN=C(NC#N)SCC(=O)c1ccc(Cl)cc1Cl
→ 0%	-12%	6%	-9%	i	7.3	-9%	1.1%	-0.4	75	0%
> Cc1nc(C(N)=O)c(N)n1CCc1ccccc1
→ 10%	12%	5%	-2%	i	0.7	-6%	0.7%	1.3	54	5%

The list goes on.
Fields: SIAH1 antagonists	GPR35 arrestin U2OS	Rac1 GTP hydrolysis	Salmonella PhoP GFP	Myeloid diff 2	Myeloid diff 2 GFP+ MAC1+ %	LYP phosphatase	HIV fusion peptide	NTR1 ag	NTR1 ag cell count 20 µM	GPR55 antagonists
> Cc1cccc(NC(=O)CCN2CCN(C/C=C/c3ccccc3)CC2)c1
→ 5%	7%	7%	16%	i	1.1	-16%	-0.1%	-2.8	63	9%
> Cc1cc2ccccc2n1CCNC(=O)COc1ccccc1
→ -1%	-12%	3%	6%	i	1.6	-1%	8.4%	-2.7	66	8%
> O=C(Nc1c(Cl)cccc1Cl)c1cc(-c2ccco2)on1
→ -4%	-8%	-4%	2%	i	1.3	-5%	0.1%	-0.6	57	-5%
> O=C(OCc1cc2ccccc2[nH]c1=O)c1ccco1
→ -4%	-8%	6%	7%	i	4.0	3%	0.2%	-1.9	44	-6%

Screens: PubChem BioAssay, several laboratories
